# CSM14.1 death rescue = protection against thapsigargin-triggered cell killing – 384-well, CSM14.1, ATP luminescence, primary screen (AID 1222). cellular ATP content (survival), % at 20 µM; hits with a dose series show EC50 in µM. 190,000 tested, under 10 active. CSM14.1 thapsigargin-induced death rescue, ATP luminescence; higher % means a stronger effect;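 active = EC50 below 50 µM in the dose-response confirmation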;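 note: death triggered by thapsigargin at about 15 µM added after 2 h compound pretreatment; cell ATP read after overnight thapsigargin exposure of roughly 18 to 22 hours; normalized against plate controls of thapsigargin alone and 5% DMSO vehicle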
# PMI inhibitors = inhibitors of human PMI, primary screen, biochemical, fluorescence intensity, coupled assay (AID 1209); purified PMI enzyme, coupled fluorescence intensity; higher % means a stronger effect; one-dose inhibition, % at 20 µM; IC50 in µM for titrated hits; 190,000 compounds, 0.42% hits;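 note: plate controls were DMSO vehicle for no effect and wells lacking substrate for full effect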
# RSV CPE inhibition = inhibition of RSV-induced cytopathic effect – HEp-2 cells, primary 10 µM value included (AID 2391); HEp-2 cells, RSV-induced CPE inhibition; higher % means a stronger effect; CPE inhibition, % at 10 µM; hits with a dose series show IC50 in µM; 310,000 compounds, 0.13% hits; in the data active = a potency from the dose series; inconclusive = CPE inhibition mostly from about 23% at the one dose, without a potency; inactive = the rest, 99 in 100 with CPE inhibition below about 21%; note: strong numbers were not always called active
# West Nile antiviral = inhibition of WNV-induced cytopathic effect – cell-based, CPE readout (AID 1621). 290,000 compounds, 0.02% hits. one-dose CPE inhibition, % at 10 µM; IC50 in µM for titrated hits. West Nile virus-infected cells, CPE inhibition; higher % means a stronger effect; in the data active = a potency from the dose series; inconclusive = CPE inhibition mostly from about 3.7% at the one dose, without a potency; inactive = the rest, 99 in 100 with CPE inhibition below about 2.2%; note: strong numbers were not always called active
# PMI inhibition = human PMI inhibitors, high substrate, primary screen, biochemical, fluorescence intensity, high mannose 6-phosphate (AID 1220); recombinant PMI enzyme, coupled fluorescence intensity; higher % means a stronger effect; inhibition, % at 20 µM; hits with a dose series show IC50 in µM; 190,000 compounds, 0.66% hits
# Large T inhibition = SV40 large T antigen inhibitors, biochemical (AID 1903); inhibition, % at 20 µM, or IC50 in µM where a hit was titrated; 310,000 compounds, 0.39% hits; SV40 large T antigen ATPase/helicase inhibition assay; higher % means a stronger effect; in the data active = a potency from the dose series; inconclusive = inhibition mostly from about 32% at the one dose, without a potency; inactive = the rest, 99 in 100 with inhibition below about 32%; note: strong numbers were not always called active
# Salmonella PhoP GFP = PhoP-dependent GFP reporter repression – Salmonella Typhimurium, primary screen (AID 1863); S. Typhimurium PhoP-regulated promoter GFP reporter, 4 h; higher % means a stronger effect; one-dose inhibition, % at 50 µM; IC50 in µM for titrated hits; 300,000 compounds, 0.16% hits;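 active = inhibition over 29.93%, a cutoff 3 SD above the screen mean, later confirmed by dose response; inconclusive = inhibition over 29.93% but no dose response follow-up; inactive = inhibition at most 29.93% or unconfirmed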;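 note: 0% = low Mg2+ inducing control and 100% = high Mg2+ repressing control; strong numbers were not always called active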
# Ins promoter up = MIN6 insulin promoter up-regulation; AID 1625; z-score at 5 µM; 190,000 compounds, 0.3% hits; MIN6 insulin promoter-GFP reporter, high-content imaging; stronger effect = higher value;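 active = z-score above 3 at 5 µM with at least 500 cells counted in the well; inconclusive = wells under 500 cells, flagged as cytotoxic or low count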
# TNAP activators = stimulation of alkaline phosphatase TNAP activity – biochemical, luminescent, no phosphate acceptor, uHTS, primary screen (AID 1001) | purified TNAP, luminescent activation assay, no phosphate acceptor; higher activation fold means a stronger effect | 200,000 compounds, 0.03% hits | activation fold at 20 µM, or EC50 in µM where a hit was titrated; in the data active = activation fold from about 3, or a potency from the dose series; inactive = the rest, 99 in 100 with activation fold below about 1.6; note: many of its hits are not listed in these tables
# Ins promoter up cell count = second read-out of Ins promoter up, no call of its own (marks repeat the call); cell count; measured here: cytotoxicity, nuclei count;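 total cells summed across four imaged fields per well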
# Numbers without * were called inactive; ? = inconclusive; · = no result given. Cut-off read from the data, not from the text of the source, unless noted: active = inhibition above about 50%; inactive = the rest.
compound	West Nile antiviral	PMI inhibitors	CSM14.1 death rescue	RSV CPE inhibition	Ins promoter up cell count	Ins promoter up	Large T inhibition	TNAP activators	Salmonella PhoP GFP	PMI inhibition
COc1ccc(NC2CCCN(C(=O)c3ccc4[nH]c(C)c(C)c4c3)C2)cc1 (centres undefined)	0.0%	·	·	1.4%	·	·	35%	·	0%	·
S=c1nc[nH]c2c1[nH]c1ccccc12	0.2%	-34%	-0.2%	13%	1750	0.27	35%	1	2%	-76%
CC(=O)Nc1ccc(OC/C=C(\C)Cl)cc1	?	0%	1.4%	0.8%	1151	0.68	3%	1.1	2%	-3%
O=C(Nc1ccn(Cc2c(F)c(F)cc(F)c2F)n1)c1ccc(COc2cc(Cl)ccc2Cl)o1	1.6%	6%	7.5%	1.6%	902	-0.62	12%	1.1	5%	4%
Cc1cccc(C)c1NC(=O)COC(=O)c1nonc1N	-0.5%	12%	-2.7%	0.8%	1762	-0.26	3%	1	3%	3%
COC(=O)Cc1c(C)c2ccc(O)c(CN3CCCC(C)C3)c2oc1=O (centres undefined)	0.2%	1%	-2.1%	0.6%	848	0.31	10%	1.1	-9%	-4%
COc1cc2[nH]c3c(N4CCN(c5ccc(Cl)cc5)CC4)ncnc3c2cc1OC	-0.4%	1%	-1.0%	1.6%	1090	-1.4	1%	1.1	-2%	12%
Cc1cc(C)c2oc(=O)cc(CN3CCOCC3)c2c1	-0.2%	-8%	0.4%	3.2%	1224	-0.27	2%	1	5%	-10%
CN1C(=O)CCC(CCC(=O)O)(c2ccccc2O)C1=O (centres undefined)	0.1%	·	·	-0.4%	·	·	17%	·	4%	·
CCOCCCNCC(=O)Nc1ccc(OC(F)(F)F)cc1	-0.3%	5%	-0.8%	0.3%	793	0.41	7%	1.2	4%	-3%
Nc1ccccc1SCc1cn2ccccc2n1	0.4%	-9%	-3.4%	1.2%	1324	0.4	8%	1.1	3%	-4%
Cc1cccc(/C=N/n2c(COc3ccccc3)n[nH]c2=S)c1	0.1%	·	·	0.4%	·	·	5%	·	0%	·
COc1cc(/C=C/c2cc(C(F)(F)F)[nH]c(=O)n2)cc(OC)c1OC	0.6%	13%	5.8%	·	1316	1.7	3%	1.1	0%	10%
CCN(CC)C(=O)n1c(Cc2ccccc2)nc2ccccc21	-1.0%	·	·	1.1%	·	·	6%	·	-2%	·
Clc1cccc(CSc2nnc(-c3cccnc3)n2Cc2ccco2)c1	-1.1%	2%	1.6%	2.4%	1026	-1.1	-6%	1	15%	3%
O=C(NC1=C(Nc2ccc(Cl)cc2)C(=O)c2ccccc2C1=O)c1ccccc1	-1.6%	21%	-3.1%	0.6%	·	·	0%	1	21%	58%*
Cc1c(CCOC(=O)c2cccc([N+](=O)[O-])c2)sc[n+]1CC(=O)c1ccccc1	-1.2%	3%	-1.5%	-0.6%	1458	-1.3	·	0.8	·	-3%
COc1cc(/C=C(\NC(C)=O)C(=O)Nc2ccccc2C)ccc1OC(C)=O	-0.1%	-4%	-1.0%	1.4%	1414	-0.07	8%	1.2	-2%	-8%
O=C1/C(=C/c2ccccc2Cl)SC(=S)N1CCCC(=O)N(CCO)c1ccccc1	?	·	·	3.3%	·	·	14%	·	-1%	·
O=C(CSc1nc2ccccc2[nH]1)Nc1ccccc1F	-0.6%	12%	-1.0%	1.4%	882	0.47	7%	1.1	12%	7%
C=CCN(CC=C)C(=O)C1CCN(Cc2ccc(OCc3ccccc3)cc2)CC1	-1.9%	·	·	-0.4%	·	·	8%	·	-2%	·
COc1ccc(-n2nnnc2-c2nc3ccccc3s2)cc1	-0.4%	11%	-7.6%	0.6%	1216	-0.26	8%	1.2	-1%	6%
CCc1[nH]c(C(=O)O)c(C)c1C(=O)OC	0.1%	·	·	0.4%	1508	-0.1	8%	·	-3%	·
CNCC(C)COc1ccccc1OCc1ccccc1 (centres undefined)	-0.7%	-7%	-0.5%	2.0%	1139	-0.3	-3%	1.1	5%	-5%
CCCC(=O)Nc1cccn(Cc2ccccc2Br)c1=O	·	-2%	1.2%	1.1%	1249	0.28	3%	1.1	-1%	26%
Cc1ccc(C)c(NNC(N)=S)c1	0.0%	-66%	-1.8%	1.8%	1683	-0.68	7%	1	-5%	-94%
COc1cccc(NC(=O)CCC(=O)NCc2ccco2)c1	0.0%	-1%	-0.7%	0.2%	934	-0.29	-3%	1.1	10%	-2%
Cc1ccc(NC(=O)c2ccc(C(C)(C)C)cc2)cc1[N+](=O)[O-]	-0.3%	-4%	-1.2%	?	1125	-0.43	1%	1	4%	-5%
CCCn1c(=O)c(-c2ccccc2)c(O)c2ccccc21	-0.7%	3%	-4.7%	3.3%	1186	-0.62	13%	1.1	9%	2%
O=C(NCCCCc1ccccc1)Nc1ccc(F)cc1F	-0.5%	·	·	2.3%	·	·	0%	·	1%	·
CCN(CC)S(=O)(=O)c1cc(C(=O)OC)ccc1Cl	0.0%	8%	-2.0%	4.2%	1415	1.4	-10%	1.1	6%	6%
O=C1C2=C(NC(=S)NC2c2ccc(Cl)cc2)NC(c2ccc(Cl)cc2)N1c1ccc(Cl)cc1 (centres undefined)	1.1%	11%	5.0%	-2.2%	1504	0.35	1%	1	35%	0%
Cc1ccc(CN(C(=O)c2cc(=O)c3cc(C)cc(C)c3o2)C2CCS(=O)(=O)C2)cc1 (centres undefined)	-0.9%	·	·	4.7%	1017	-0.16	0%	·	0%	·
CN(CC(=O)Nc1ccc(Cl)c(C(F)(F)F)c1)C(=O)CC1Sc2ccccc2NC1=O (centres undefined)	0.9%	·	·	17%	·	·	9%	·	1%	·
COc1ccccc1C(C)NC(=O)c1cc(=O)[nH]c2ccccc12 (centres undefined)	-0.1%	·	·	1.2%	·	·	10%	·	-8%	·
FC(F)(F)c1ccc(Sc2nnc(-c3cccs3)n2CC2CCCO2)nc1 (centres undefined)	-1.7%	3%	-2.1%	1.9%	1924	-0.26	16%	1.3	6%	5%
Cc1ccnc(NS(=O)(=O)c2ccc(N3C(=O)C4CCCCC4C3=O)cc2)n1 (centres undefined)	0.6%	·	·	0.6%	·	·	-3%	·	-4%	·
Oc1c(/C=N/Nc2cccc3cccnc23)ccc2ccccc12	-0.5%	-30%	-4.4%	6.9%	2184	-0.13	-11%	·	2%	-38%
COC(=O)C1C(c2ccccc2)C(C(=O)N2CCOCC2)C1c1ccccc1 (centres undefined)	-0.3%	2%	-1.1%	0.8%	858	0.44	2%	1.1	-8%	-4%
Cc1ccc(C(=O)Nc2cccc(C(F)(F)F)c2)cc1Nc1ncnc2nc[nH]c12	0.5%	·	·	6.2%	823	0.24	19%	·	-5%	·
CCCOc1ccc(C2=NNC(c3cccs3)=Nc3ccc(OC)cc32)cc1	-0.8%	8%	-0.5%	11%	·	·	-55%	1	2%	9%
CC1Sc2ccc(S(=O)(=O)N3CCC(C(=O)N4CCN(C)CC4)CC3)cc2NC1=O (centres undefined)	-0.1%	·	·	-0.7%	·	·	-39%	·	9%	·
N#CC(C#N)=C/C(C#N)=C(/N)N1CCN(c2ccc(Cl)cc2)CC1	-0.8%	17%	-0.2%	1.3%	1553	-0.3	8%	1	-4%	16%
Cc1cccc2nc(-c3ccco3)c(Nc3ccccc3)n12	-1.1%	-10%	0.0%	9.0%	1281	0.23	18%	1.1	-4%	-10%
CC(=O)c1c(C)[nH]c(C(=O)CN2C(=O)NC(C)(c3ccc(C)cc3)C2=O)c1C (centres undefined)	-0.4%	-6%	-2.3%	2.1%	1222	-0.83	6%	1.1	-7%	-5%
Cc1ccc(NC(=S)Nc2ccc(S(=O)(=O)Nc3ncccn3)cc2)c(C)c1	0.1%	·	·	1.1%	1430	-0.41	6%	·	24%	·
O=C(NN1C(=O)/C(=C/c2ccc(O)cc2)SC1=S)c1cccc(O)c1	-0.3%	·	·	-1.8%	·	·	17%	·	3%	·
Cc1c(C=O)c2ccccn2c1C(=O)c1ccc(F)cc1	-0.1%	·	·	1.0%	·	·	25%	·	2%	·
O=C(NNS(=O)(=O)c1ccc2ccccc2c1)c1cc(-c2ccccn2)nc2ccccc12	1.3%	-15%	-1.7%	22%	1323	0.06	2%	1.5	13%	-12%
Oc1ccc(C=Nc2ccc3ncccc3c2)c(O)c1	0.3%	68%*	-0.3%	3.1%	·	·	-9%	0.9	30%	·

# An excerpt from above in order of the PMI inhibition value, ascending:
SMILES,PMI inhibition
Cc1cccc2nc(-c3ccco3)c(Nc3ccccc3)n12,-10%
COc1cccc(NC(=O)CCC(=O)NCc2ccco2)c1,-2%
CCN(CC)S(=O)(=O)c1cc(C(=O)OC)ccc1Cl,6%

# Additional entries follow:
compound	West Nile antiviral	PMI inhibitors	CSM14.1 death rescue	RSV CPE inhibition	Ins promoter up cell count	Ins promoter up	Large T inhibition	TNAP activators	Salmonella PhoP GFP	PMI inhibition
O=C(COC(=O)[C@H](Cc1c[nH]c2ccccc12)NC(=O)c1ccc(Cl)cc1)Nc1ccc2c(c1)OCO2	0.9%	20%	-2.1%	-0.1%	·	·	-2%	1	22%	15%
O=C(Nc1csc(Cc2c(Cl)cccc2Cl)n1)NN1CCOCC1	-0.7%	·	·	5.3%	·	·	6%	·	-4%	·
CC(C)(C)c1cc(C(F)(F)F)n2ncc(-c3ccccc3)c2n1	0.5%	0%	-1.3%	-0.1%	947	-0.09	25%	1.1	8%	0%
COc1ccc(NC2c3ncccc3C(=O)N2Cc2ccccc2)c(OC)c1 (centres undefined)	-0.4%	12%	-0.6%	1.9%	1076	-0.07	7%	1.1	8%	26%
Nc1cccc2c1C(=O)N(C(=O)/C=C/c1ccc(F)cc1)C2=O	0.9%	2%	-1.2%	-0.2%	1397	-0.15	8%	1.1	1%	22%
Cc1ccc(S(=O)(=O)CC(=O)Nc2ccc3nc(C)sc3c2)cc1	-0.7%	·	·	2.5%	·	·	9%	·	4%	·
CN1c2ccccc2Oc2nnc(N3CCN(Cc4ccccc4)CC3)cc21	-0.8%	16%	5.2%	6.5%	1430	-0.46	1%	1.1	5%	12%
OCCN(CCO)c1ccc(C(c2ccccc2Cl)c2ccc(N(CCO)CCO)cc2Cl)c(Cl)c1	-0.2%	22%	-3.8%	-2.8%	1411	0.35	0%	1.1	-5%	16%
CS(=O)(=O)N(Cc1ccccc1Cl)c1ccc(C(=O)N2CCCC2)cc1	-1.3%	·	·	-0.3%	·	·	7%	·	13%	·
Cc1ccc(-c2noc(CCC(=O)Nc3cccc(C#N)c3)n2)cc1	-0.3%	-6%	0.2%	17%	1362	1.1	10%	1.1	2%	5%
COC(=O)C1=C(COc2ccccc2)NC(=O)NC1c1ccc2ccccc2c1 (centres undefined)	-0.7%	·	·	-2.3%	·	·	22%	·	5%	·
